CHRM1 agonist = human M1 muscarinic receptor agonists, primary screen, Fluo-8 calcium fluorescence, CHO-K1 cells, HTS. Muscarinic acetylcholine receptor M1 (Homo sapiens), P11229. actives 0.33% (n = 360,000). activation, % at 3 µM. CHO-K1 hM1, agonist mode; 0% DMSO, 100% acetylcholine EC100;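 active = activation above the run's mean compound activation plus 3 SD, cut at about 16% in these data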;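 also: peak over basal fluorescence ratio within a 140 s kinetic read after compound addition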
Target sequence (P11229 whole entry, looked up): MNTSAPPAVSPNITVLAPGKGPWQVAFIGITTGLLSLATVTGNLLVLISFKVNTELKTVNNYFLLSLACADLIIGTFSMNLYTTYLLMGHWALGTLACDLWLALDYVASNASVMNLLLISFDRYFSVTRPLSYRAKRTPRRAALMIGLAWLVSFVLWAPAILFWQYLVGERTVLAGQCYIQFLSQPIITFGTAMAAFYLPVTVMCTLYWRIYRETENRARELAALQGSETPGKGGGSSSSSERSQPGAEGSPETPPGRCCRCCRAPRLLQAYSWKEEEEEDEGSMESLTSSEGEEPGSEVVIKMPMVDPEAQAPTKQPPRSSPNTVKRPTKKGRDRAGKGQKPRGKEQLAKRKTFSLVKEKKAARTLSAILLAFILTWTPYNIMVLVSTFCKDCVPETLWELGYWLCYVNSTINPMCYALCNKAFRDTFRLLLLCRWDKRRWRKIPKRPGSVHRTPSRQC
CHO-K1 Ca antag = nonselective inhibitor or artifact in parental CHO-K1 cells | ATP-induced calcium, Fluo-8 fluorescence | inhibition, % at 3 µM | actives 0.6% (n = 360,000) | AID 602250;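 active = inhibition above a per-plate cutoff, the plate's mean sample inhibition plus 3 SD, cut at about 24% in these data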;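 also: 0% = DMSO plus EC80 ATP and 100% = DMSO alone without ATP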
CHO-K1 Ca ag = counter-screen for M1 agonists: effect in parental CHO-K1 cells | Fluo-8 calcium fluorescence; scaled to maximal ATP response, vehicle zero | activation, % at 3 µM | actives 0.48% (n = 360,000) | AID 602248, 2012; in the data active = activation above about 15%;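 also: untransfected CHO-K1 host cells lacking M1 receptor as counterscreen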
TAAR1 ag = human TAAR1 agonists, primary screen, Fluo-8 calcium fluorescence, CHO RD-HGA16 cells; Trace amine-associated receptor 1 (Homo sapiens), Q96RJ0; vehicle wells 0%, saturating PEA agonist 100%; activation, % at 3 µM; actives 0.99% (n = 360,000);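 active = activation above the mean activation of all test compounds in the run plus 3 SD, cut at about 38% in these data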
Target sequence (Q96RJ0 whole entry, looked up): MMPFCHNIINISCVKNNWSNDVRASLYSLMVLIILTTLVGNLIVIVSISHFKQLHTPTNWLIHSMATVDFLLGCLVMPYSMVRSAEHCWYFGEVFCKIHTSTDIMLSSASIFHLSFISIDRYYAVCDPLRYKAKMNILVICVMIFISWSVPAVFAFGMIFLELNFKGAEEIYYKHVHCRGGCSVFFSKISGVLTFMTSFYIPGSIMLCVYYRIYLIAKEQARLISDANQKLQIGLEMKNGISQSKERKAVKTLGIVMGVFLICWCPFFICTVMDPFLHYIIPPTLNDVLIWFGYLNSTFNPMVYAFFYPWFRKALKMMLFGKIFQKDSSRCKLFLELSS
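Assay system: CHO-derived RD-HGA16 cells with stable Gα16 and human TAAR1; timing: 17-24 h seeding, 75 min 37 °C dye, 30 min RT; read-out: % activation from peak over basal fluorescence ratio, DMSO-to-PEA scaled; measured by: kinetic Fluo-8 calcium fluorescence; benchmarks: low control DMSO, high control PEA (EC100); doses: 3 µM single concentration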
TAAR1 antag = human TAAR1 antagonists, primary screen, Fluo-8 calcium fluorescence, CHO RD-HGA16 cells; Trace amine-associated receptor 1 (Homo sapiens), Q96RJ0; antagonist; inhibition, % at 3 µM; actives 1.5% (n = 360,000); AID 624466, 2012;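 active = inhibition above a per-plate cutoff, the mean inhibition of test compounds on that plate plus 3 SD, cut at about 49% in these data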;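 also: 0% = DMSO plus EC80 beta-PEA response and 100% = DMSO alone without agonist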
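Material: RD-HGA16 CHO cells with stable hTAAR1 and Gα16; Dosing: single nominal final test compound concentration of 3 µM; Schedule: seeding 17-24 h prior, 75-min 37 °C, 30-min RT dye loading; Detection: kinetic Fluo-8 calcium fluorescence measurement; Measure: % inhibition from peak post-agonist over basal fluorescence ratio; Benchmarks: vehicle and agonist controls.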
CHO parental Ca = ATP-evoked calcium signal inhibitors, parental CHO, primary screen, counter-screen for OX1R antagonist project, cell-based, fluorescence, Fluo-8 calcium dye. parental CHO-K1, ATP-induced calcium, Fluo-8 fluorescence. inhibition, % at 5.6 µM. actives 0.63% (n = 330,000);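 active = inhibition above that plate's mean sample inhibition plus 3 SD, cut at about 26% in these data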;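 also: 0% = ATP-challenged DMSO wells and 100% = DMSO wells without ATP; some compounds past the cut are filed as inactive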
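Test system: parental CHO cells; detection: calcium-sensitive Fluo-8 fluorescence; evaluation: percent inhibition of calcium signal; also added: ATP as calcium-mobilizing challenge; repeats: one well per compound; control set: ATP-challenged DMSO wells low, unchallenged DMSO wells high; compound: single nominal dose of 5.6 µM per compound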
CHO-K1 Ca PAM = nonselective calcium activators in parental CHO-K1 cells, primary screen, counter-screen for M1 PAM project, cell-based, Fluo-8 calcium fluorescence, full deck, 1536-well; ATP EC20; 0% at ATP EC20, 100% at ATP max; actives 0.02% (n = 360,000); activation, % at 3 µM; AID 602247, 2012;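 active = activation above the run cutoff, the mean activation of all test compounds plus 3 SD, cut at about 40% in these data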;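 also: peak over basal fluorescence ratio in a 140 s read after ATP addition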
OXTR potentiator = human OXTR potentiators, primary screen, fluorescence, CHO-OTR cells, Fluo-8 calcium | Oxytocin receptor (Homo sapiens), P30559 | actives 0.061% (n = 320,000) | AID 2445, 2010 | Fluo-8 calcium fluorescence, potentiator mode; 0% = oxytocin EC15, 100% = EC100 | activation, % at 3 µM;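 active = activation above that plate's cutoff, the mean activation of tested compounds plus 3 SD, cut at about 6.6% in these data, passing the limit was not always enough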;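 also: 100% uses oxytocin at 75 nM as the full agonist control; some results filed as inactive read as strong as hits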
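Material: human OTR in CHO cells. Compound: 3.0 µM, one dose. Timing: compound 6 min at room temperature before oxytocin, 100 s read. Evaluation: % activation of max/min ratio relative to oxytocin controls. Replication: single well per compound, singlicate. Signal: Fluo-8 calcium dye fluorescence.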
M1 antag = human M1 muscarinic receptor antagonists, primary screen, CHO-K1 cells, Fluo-8 calcium fluorescence, 1536-well. Muscarinic acetylcholine receptor M1 (Homo sapiens), P11229. CHO-K1 hM1, ACh EC80 antagonist. inhibition, % at 3 µM. actives 1.3% (n = 360,000);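 active = percent inhibition above its own plate's cutoff, namely the mean of that plate's compound wells plus 3 SD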;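 also: peak over basal fluorescence ratio during 140 s after agonist addition; 0% = ACh EC80 plus DMSO and 100% = DMSO alone without agonist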
An asterisk follows results filed as active; nt = not tested or not shown. An unsorted share of the library; 4.2% or so of the library scored in one or more.

Value order: CHRM1 agonist	CHO-K1 Ca antag	CHO-K1 Ca ag	TAAR1 ag	TAAR1 antag	CHO parental Ca	CHO-K1 Ca PAM	OXTR potentiator	M1 antag
(1) Cc1cccc(-c2cc(C(=O)N/N=C/c3cccnc3)c3ccccc3n2)c1
    -1	-1	1.8	3	20	-35	-17	-1	0
(2) Cc1cc(Cl)ccc1C(=O)C1CCCN(C(=O)c2cccnc2C)C1 (stereo not given)
    -3	-14	1.2	3	-12	-22	17	-5	-3
(3) Cc1ccc(NC(=O)CNC(=O)c2cccc(C)c2)nc1
    21*	3	0.4	4	-8	-12	11	-6	-7
(4) CC1(C)N=C(N)NC(Nc2cccc(Br)c2)=N1
    -7	17	-0.5	18	5	-6	-4	-13	-3
(5) COC(=O)c1ccccc1NC(=O)C/C(C)=N/NC(=O)CC#N
    -3	7	-0.6	8	15	-2	-7	11	-2
(6) COc1cc(/C=C/CNC[C@H]2O[C@@H](n3cnc4c(=O)[nH]c(N)nc43)[C@H](O)[C@@H]2O)ccc1O
    -3	-25	0.6	1	-1	nt	8	nt	-34
(7) Cc1ccc(-c2nn3c(C)nnc3c3ccccc23)cc1S(=O)(=O)NC(C)c1ccccc1 (stereo not given)
    -2	15	2.8	19	36	-21	-5	-4	13
(8) Cc1nc2ccc(NC(=O)N(C(C)C)C(C)C)cc2s1
    -4	-8	0.9	2	6	-5	15	-5	-3
(9) Cc1nc2c(sc(=S)n2Cc2ccco2)c(=O)n1CC(=O)Nc1ccccc1Cl
    -7	-21	0.7	1	-24	-19	15	-10	-8
(10) COc1ccc(N2CCN(C(=O)COC(=O)c3cnccn3)CC2)cc1
    -3	-3	0.6	0	-10	-6	10	-1	-11
(11) OCC[C@H]1C[C@@H](O)[C@H](O)[C@@]2(Cc3ccccc3CCO2)O1
    -3	-14	0.3	3	-2	4	7	-9	-3
(12) Cc1ccc(C(=O)N/C(=C\c2cccs2)C(=O)NCCCn2ccnc2)cc1
    -7	-7	-0.1	0	10	0	11	-5	-9
(13) COc1ccc(OC)c(NC(=O)CSc2nnc(CNC(=O)c3ccccc3F)o2)c1
    -1	-7	0.8	2	-9	-3	2	-8	-15
(14) CCn1nc(C(=O)Nc2nc3ccc(C)cc3s2)c2ccccc2c1=O
    -3	-14	0.5	2	-10	-7	21	0	-9
(15) CC(=O)Nc1ccc(-c2csc(Nc3ncccn3)n2)cc1
    -2	-3	0.9	2	9	0	17	-4	-6
(16) COc1ccc(N2C(=O)C3ON(C4SC(=S)N(C)C4(C)C)C(c4ccc(Cl)cc4)C3C2=O)cc1 (stereo not given)
    -5	2	-0.2	1	5	-20	11	-2	4
(17) CC1CCC/C(=C(\C#N)c2nc(-c3cc4ccccc4oc3=O)cs2)C1 (stereo not given)
    -10	-13	0.7	2	-12	-17	29	-2	-9
(18) CCCCNC(=O)CCn1nc(-c2ccc(C)cc2)c2ccccc2c1=O
    -4	-16	-0.9	9	-19	-15	9	-5	-4
(19) CCN1C(=O)C(C(=O)c2ccccc2)SC1=S (stereo not given)
    0	-7	2.0	nt	nt	-12	17	-11	-10
(20) CCN(CC)c1ccc(NC(=O)Nc2ccccc2)cc1
    -4	3	6.0	25	50*	-7	-7	-3	0
(21) C/C(=N\NC(=O)CNc1cccc(Cl)c1C)c1cccs1
    -3	6	-0.6	9	0	-21	7	-11	-3
(22) Cc1ccccc1CN(C)CCS(=O)(=O)c1cc(Cl)ccc1Cl
    -8	-10	-0.6	-6	-20	-6	20	-8	-7
(23) CCOC(=O)C1CCCN(C(=O)c2ccc(CS(=O)(=O)c3ccc(C)cc3)o2)C1 (stereo not given)
    56*	-8	1.1	nt	nt	-2	13	-2	30
(24) COc1ccc(C(=O)NCc2nnc(SCC(=O)N3CCCc4ccccc43)o2)cc1OC
    -2	2	-0.2	3	-7	-11	-1	2	0
(25) O=C(NCCCN1CCOCC1)c1c(-c2ccccc2)oc2c1C(OCCCCCO)CCC2 (stereo not given)
    nt	-23	1.0	0	-13	nt	23	nt	nt
(26) CCOC(=O)C(=O)Cc1nc(OCc2ccccc2)cc(OCc2ccccc2)n1
    -1	-4	0.1	0	-27	nt	10	nt	-13
(27) Cc1cccc(Nc2c([N+](=O)[O-])cc(C(=O)N3CC(=O)Nc4ccccc43)cc2[N+](=O)[O-])c1
    -5	4	-0.3	4	1	-32	-16	-1	-9
(28) CN1CCN(NC(=O)/C=C/c2ccc(Br)cc2)CC1
    -5	-10	1.3	1	-10	1	7	-8	-1
(29) O=C(Nc1ccc(S(=O)(=O)N2CCc3ccccc32)cc1)c1ccc2c(c1)OCO2
    -4	0	7.0	12	21	19	6	-10	12
(30) COc1cc(C2C(C(=O)c3cccs3)=C(O)C(=O)N2CCN2CCOCC2)cc(OC)c1OC (stereo not given)
    0	-15	1.2	5	-10	-8	17	-3	-16
(31) CCN(C)C1CN(Cc2cn(CCCOC)nn2)S(=O)(=O)C1 (stereo not given)
    nt	-6	-0.2	0	14	nt	-7	nt	nt
(32) C/C(=N/NC(=O)c1sc(NS(=O)(=O)c2ccc(C)cc2)nc1C)c1sc(N)nc1C
    -10	-5	1.7	7	-1	-11	20	-8	-11
(33) CC12CCC(C(=O)NCCCN3CCOCC3)(OC1=O)C2(C)C (stereo not given)
    -4	-3	0.7	0	7	-3	10	-2	5
(34) Cc1ccc(C(=O)CCC(=O)OCc2nnc(-c3ccccc3)o2)cc1
    -2	0	0.8	-1	-13	-3	6	-3	-8
(35) C[C@H](CO)N1C[C@H](C)[C@@H](CN(C)S(=O)(=O)c2cccs2)Oc2ccc(NC(=O)c3ccncc3)cc2C1=O
    -10	-7	0.4	3	1	-5	17	-3	-5
(36) COC(=O)c1c(C(=O)OC)c(-c2ccc(F)cc2)n2c1CS(=O)C2 (stereo not given)
    0	-7	0.0	0	-3	-2	15	-10	-16
(37) NC(=O)C1CCN(C(=O)c2cc(S(=O)(=O)N3CCOCC3)c(Cl)cc2Cl)CC1
    -2	0	1.3	16	-5	-3	22	-12	-18
(38) CC1(C)Cc2c(c(-c3ccccc3)nc(N3CCCC3)c2C(N)=O)CO1
    -6	-3	0.3	5	9	-22	9	-11	-5
(39) NNC(=O)Nc1cccc(C(F)(F)F)c1
    -1	-1	0.1	0	2	-17	-10	-13	0
(40) COc1ccc(C(CNC(=O)c2ccc(S(=O)(=O)N(C)C)cc2)N2CCCC2)cc1 (stereo not given)
    -8	-2	3.1	0	-10	-9	15	-1	5
(41) CCCCCCCCC(=O)N/N=C(\C)c1ccco1
    -7	-12	0.7	-1	12	11	27	-5	-8
(42) O=C(O)CSCC(=O)Nc1ccccn1
    -3	-5	1.2	2	-4	-4	15	-4	-12
(43) O=C(/C=C/Nc1cccc(C(F)(F)F)c1)c1ccco1
    4	-8	0.0	-1	-6	-18	1	0	0
(44) OCCCn1c(C2CCCN2c2nc(-c3ccc(Cl)cc3)cs2)nc2cc(Cl)c(N3CCCCC3)cc21 (stereo not given)
    -6	-5	0.5	1	1	-13	14	-3	0
(45) CC(=O)N1CCN2C(=O)C1CCCC(=O)c1cc(C)ccc12 (stereo not given)
    -3	-5	0.6	1	0	-3	18	-8	-5
(46) COc1ccc(-n2nc(C(=O)NCC(=O)NC3CCCCC3)c3ccccc3c2=O)c(OC)c1
    -6	-3	-0.5	1	-1	-8	10	-2	-5
(47) CCOc1ccccc1-c1nc(-c2cc3ccc(C)cc3[nH]c2=O)no1
    -3	12	-0.4	6	20	-11	-4	5	4
(48) CSc1oc(-c2ccccc2)nc1S(=O)(=O)c1ccc(C)cc1
    -7	-11	1.1	10	-3	29*	28	-4	-11
(49) Cn1c(-c2cnn(-c3ccccc3)c2N)n[nH]c1=S
    0	-9	0.3	2	3	-2	15	-1	-13
(50) CN(C(=O)CCc1nnc(Cc2ccc(-c3ccccc3)cc2)o1)C1CCOCC1
    -1	-2	3.6	3	2	-12	4	-14	-2
(51) Cc1cc(NC(=O)CCC(=O)N(Cc2ccco2)C2(C(=O)NC3CCCC3)CCCCC2C)no1 (stereo not given)
    -4	-4	1.1	-3	9	-4	10	-6	-13
(52) CCN1C(=O)[C@H]2[C@@H](c3ccc(C)cc3)N[C@]3(CCCN(Cc4ccco4)C3=O)[C@H]2C1=O
    -3	-14	0.8	1	-6	nt	5	nt	-3
(53) CC1CCN(C(=O)COC(=O)C2CCN(S(=O)(=O)c3c(Cl)cccc3Cl)CC2)CC1
    -4	3	2.7	0	-3	nt	-29	nt	-16
(54) O=C(CSc1nc2ccccc2n1CC(=O)N1CCCC1)Nc1ccc2c(c1)OCO2
    -3	-7	0.4	0	0	-10	12	2	-6

Bioassay records from PubChem BioAssay.
